# HepG2 tox: counter-screen for TGF-b inhibitors: cytotoxicity in HepG2 cells. HepG2 CAGA-GFP viability, ATP luminescence, 18 h. Potency, µM (top dose mostly 46.1 µM), inactives show at the highest dose activity change, negative = cytotoxicity, most hits filed as cytotoxic. actives 0.76% (n = 410,000). AID 588856; note: potency is the fitted concentration of half-maximal effect; some results filed as inactive show a strong effect at the top dose
#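 CellTiter-Glo luminescence gave cytotoxicity after 18 hours at 37 degrees C. The cells were HepG2 CAGA-GFP in 1% FBS DMEM, stimulated with 500 pg/mL TGF-beta after compound addition. %Activity was normalised to no-cell wells (complete cell-killing) and DMSO (no toxicity), and curves were fitted and classified.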
# IL1B secr inh: inhibitors of inflammasome signaling (IL-1 beta secretion); THP-1 LPS/ATP IL-1B secretion, AlphaLISA, 16 h; stronger effect = lower value; activity change, % at 57.5 µM; actives 4.7% (n = 360,000); AID 743279; in the data active = activity change below about -50%; inconclusive = mostly about -30% to -49%; note: % is set by controls: 0 for no effect and ±100 for the full control effect
#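 Secreted IL-1B measured by AlphaLISA bead assay after 16 h compound exposure of THP-1 cells; compounds (final up to 57.5 uM) added 1 h before LPS (250 ng/mL) and ATP (1.25 mM) stimulation; lower signal means less secretion.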
# ATXN viability: viability counter-screen for ATXN expression inhibitors; actives 0.49% (n = 400,000); Potency, µM (series often up to 56.7 µM), most hits filed as cytotoxic; S2 cells (HEK-293 line with an ATXN2-luciferase reporter) viability, CellTiter-Fluor protease fluorescence, 24 h; note: potency is the fitted concentration of half-maximal effect; nearly all actives have a fitted effect of over 40% in size
# ATXN2 expr inh: ATXN2 expression inhibition | HEK-293 ATXN2-luciferase reporter, luminescence, 24 h | Potency, µM (series often up to 57 µM), without a hit: at the highest dose activity change, negative = inhibition, usual class: inhibitors | actives 0.72% (n = 360,000); note: potency is the fitted concentration of half-maximal effect; % is set by controls: 0 for no effect and ±100 for the full control effect; nearly all actives have a fitted effect of over 55% in size
#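 ATXN2-luciferase reporter cells (luciferase flanked by upstream and downstream ATXN2 gene portions) were treated 24 h at 37 °C with compounds at up to 57 uM. SteadyGlo luminescence gave expression; GF-AFC fluorescence gave viability.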
# MCF10A rereplic: induces DNA re-replication in MCF 10a normal breast cells. Potency, µM (highest dose often 46.1 µM), for the others: at the top dose activity, positive = re-replication, usual class: activators. MCF 10A DNA re-replication, Hoechst nuclear intensity, 48 h. actives 2.9% (n = 350,000); note: potency is the fitted concentration of half-maximal effect; % of control where 0% means no effect; nearly all actives have a fitted effect of over 50% in size
# HT1080-NT tox: kills 2HG-producing HT-1080-NT fibrosarcoma cells. HT-1080-NT fibrosarcoma viability, CellTiter-Glo ATP luminescence, 48 h. Potency, µM (titrated, usually from 46.1 µM), for the others: at the top dose activity, negative = less viability, usual class: cytotoxic. actives 1.6% (n = 360,000);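 note: NT is the 2HG producing partner of a matched IDH1 knockdown line; potency is the fitted concentration of half-maximal effect; 0% = DMSO-treated cells and -100% = media-only wells without cells; nearly all actives have a fitted effect of over 55% in size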
#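 Viability by CellTiter-Glo luminescence after 48 h compound exposure at 37C of HT-1080-NT cells (750/well, RPMI, 5% FBS). % activity scaled between DMSO wells and medium-only wells, then curve-fitted and categorized by curve class.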
# KB-3-1 tox: kills parental KB-3-1 adenocarcinoma cells; KB-3-1 viability, CellTiter-Glo ATP luminescence, 72 h; Potency, µM (highest dose often 46.1 µM), for the others: at the highest dose activity change, negative = cytotoxic, usual class: cytotoxic; actives 1.4% (n = 400,000); AID 1347075; note: potency is the fitted concentration of half-maximal effect; % is set by controls: 0 for no effect and ±100 for the full control effect; nearly all actives have a fitted effect of over 60% in size
#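 KB-3-1 cells, DMEM (no phenol red) + 10% FBS; compound by pin transfer, 72 h, 37 °C. Readout: CellTiter-Glo luminescence after 10 min. Data normalized, curve-fitted.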
# HT1080 IDH1KD tx: toxicity to HT-1080 IDH1 knockdown cells (counter line); HT-1080 IDH1 knockdown viability, ATP luminescence, 48 h; Potency, µM (titrated, usually from 46.1 µM), for inactives: at the top dose activity, negative = toxicity, hits mostly cytotoxic; actives 2% (n = 360,000);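 note: potency is the fitted concentration of half-maximal effect; 0% = DMSO wells and -100% = cell-free medium wells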
#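 Knockdown cells (IDH1KD HT-1080) received compounds 2 h after plating at 750 cells/well and were kept 48 h at 37 °C in 5% FBS RPMI. A CellTiter-Glo luminescence read gave % activity for curve fitting.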
# SW480 rerep: induces DNA re-replication in SW480 colon adenocarcinoma cells; SW480 DNA re-replication, Hoechst DNA content imaging, 48 h; Potency, µM (highest dose often 46.1 µM), without a hit: top-dose re-replication activation, hits mostly activators; actives 1.8% (n = 340,000); AID 624297; note: potency is the fitted concentration of half-maximal effect; % of control where 0% means no effect; nearly all actives have a fitted effect of over 55% in size
#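 Quantitative HTS format with DMSO vehicle controls; 48 hr drug incubation at 37 C, then 40 min Hoechst staining and scanning imager measurement at 405 nm excitation.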
# * = called active by the depositor; i = inactive; ? = inconclusive; · = not tested or not shown; & = joins results of further samples; [ ] = another dose, or the depositor's remark. Unless noted, calls come from the whole dose curve; as a rule, active = well fitted curve in the direction sought with a large enough effect; inconclusive = small, poorly fitted or top-dose-only effect, or another doubt; inactive = no such curve, though single readings can be large; an effect the other way counts as inactive or inconclusive.
SMILES,HepG2 tox,IL1B secr inh,ATXN viability,ATXN2 expr inh,MCF10A rereplic,HT1080-NT tox,KB-3-1 tox,HT1080 IDH1KD tx,SW480 rerep
C/C(=N\NC(=O)C(N)=O)c1ccc(OC(F)F)cc1,11%,4,i,11%,3%,2%,-1%,-2%,-5%
COC(C(=O)N/N=C(\C)CC(=O)Nc1ccc(Cl)cc1C)c1ccccc1 (stereo not given),-1%,-6,i,-19%,3%,-4%,18%,-3%,-1%
COC(=O)c1ccc(NC(=O)Nc2ccc(C)cc2)cc1,3%,-19,i,16%,1%,8%,8%,5%,3%
O=C(CSc1ccccc1)NCc1ccco1,0%,8,i,20%,-1%,15%,7%,14%,-2%
COCc1ccc(-c2c(-c3cccc(OC)c3)sc3ccc(OC)cc23)cc1,-7%,8,i,2%,3%,3%,-5%,3%,4%
CC(C)/C=C(/C(=O)c1ccc(Cl)cc1Cl)n1cncn1,-30%,-71*,i,·,?,-16%,-21%,0%,?
Cc1ccc(OCC(=O)N/N=C/c2cccn2C)cc1C,6%,?,i,31%,12%,3%,-2%,12%,28%
CCOC(=O)C1=NN(C(=O)c2ccco2)C2(CC2)C1,-24%,28,i,11%,0%,-8%,1%,-3%,-3%
COc1ccc(CNC(=O)Cn2nc(N3CCN(c4ccccc4)CC3)ccc2=O)c(OC)c1,-13%,·,i,-20%,·,·,-14%,·,·
O=C(CN1CCCCC1)Nc1cccc(Oc2ccccc2)c1,-25%,?,i,11%,1%,-1%,4%,-10%,14%
CN(C)c1ccc(NC(=O)CN2CCN(c3ccc(F)cc3)CC2)cc1,-5%,-14,i,·,1%,2%,-2%,2%,-3%
N#Cc1cc2c(nc1SCc1ccccc1)CCCC2=O,-35%,-12,i,29%,2%,-29%,3%,-12%,13%
CC(O)c1cc2c(cc1NC(=O)c1cnn3c1NC(c1ccco1)CC3C(F)(F)F)OCO2 (stereo not given),-22%,?,i,3%,-2%,-2%,6%,4%,3%
O=C1CSC(c2ccc(F)c(F)c2)N1c1ccccc1F (stereo not given),1%,10,i,-8%,0%,-5%,-1%,-4%,-2%
O=C(NC1CCCCC1)C1(c2ccccc2)CC1(Cl)Cl (stereo not given),-8%,-17,i,·,22%,-5%,-11%,-2%,0%
CC(C)NC(=O)C(=O)NCCN1CCN(C(=O)c2ccc(C(C)(C)C)cc2)CC1,-21%,25,i,2%,15%,9%,11%,-2%,6%
CC1(CCc2ccccc2)NC(=O)N(CC(=O)Nc2ccc3c(c2)OCCO3)C1=O (stereo not given),-3%,28,i,-36%,-13%,-3%,0%,0%,-38%[inhibitor]
COc1ccc(NC(=O)CSc2nc3c(c(=O)n2-c2ccc(F)cc2)SCC3)c(OC)c1,2%,-18,?,1%,-3%,3%,-3%,-1%,2%
COc1ccc(-n2c(C)nc3c(cnn3-c3ccc(C)c(C)c3)c2=O)cc1,-42%,-7,i,-18%,12%,-5%,?,3%,-2%
COc1ccc(/C=C(/NC(C)=O)C(=O)O)cc1,1%,5,i,-4%,-5%,0%,3%,-1%,-4%

# Four structures from above, arranged by formula weight, low to high.
SMILES,HepG2 tox,IL1B secr inh,ATXN viability,ATXN2 expr inh,MCF10A rereplic,HT1080-NT tox,KB-3-1 tox,HT1080 IDH1KD tx,SW480 rerep
COc1ccc(/C=C(/NC(C)=O)C(=O)O)cc1,1%,5,i,-4%,-5%,0%,3%,-1%,-4%
O=C1CSC(c2ccc(F)c(F)c2)N1c1ccccc1F (stereo not given),1%,10,i,-8%,0%,-5%,-1%,-4%,-2%
COc1ccc(CNC(=O)Cn2nc(N3CCN(c4ccccc4)CC3)ccc2=O)c(OC)c1,-13%,·,i,-20%,·,·,-14%,·,·
COc1ccc(NC(=O)CSc2nc3c(c(=O)n2-c2ccc(F)cc2)SCC3)c(OC)c1,2%,-18,?,1%,-3%,3%,-3%,-1%,2%

# The listing continues:
SMILES,HepG2 tox,IL1B secr inh,ATXN viability,ATXN2 expr inh,MCF10A rereplic,HT1080-NT tox,KB-3-1 tox,HT1080 IDH1KD tx,SW480 rerep
CS(=O)(=O)N1CCc2cc(C(=O)N3CCN(c4cccc(Cl)c4)CC3)ccc21,-14%&-19%,-8,i,-6%&-35%,4%,1%,?,4%,0%
COC(=O)c1[nH]c2c(c1C(=O)OC)CCc1ccccc1-2,-29%,36,i,3%,16%,-2%,10%,-25%,-2%
COc1ccc(/C(C)=N/NC(=O)CNC(=O)Cc2ccccc2)c(OC)c1,-5%,-6,i,·,2%,3%,4%,0%,0%
COc1cccc(-c2ncc3ccccc3c2COC(=O)N(C)C)c1,-38%,-5,?,?,5%,-3%,1%,-3%,1%[9.22 µM]
Cc1cccc(N(C)C(=O)C(Cc2ccccc2)NS(=O)(=O)c2cccc3nsnc23)c1 (stereo not given),-14%,·,i,-19%,·,·,0%,·,·
O=C1c2ccccc2NC(c2ccccc2)N1CCCN1CCOCC1 (stereo not given),-15%,18,i,-14%,4%,24%,0%,7%,-7%
O=C(NNc1c2ccccc2nc2ccccc12)c1ccccc1O,-32%,-12,·,?,7%,?,-38%,?,-12%
NNc1nc(-c2ccccc2)cs1,-12%,-10,i,23%,?,-19%,-13%,-19%,3%
O=C(c1ccncc1)N1CCN(c2ccc(F)cc2)CC1,-4%,7,i,2%,-2%,14%,-4%,9%,-16%
C=Cn1cc[n+](CC(=O)c2ccc(OC)c(OC)c2)c1,-4%,7,i,·,3%,-6%,-10%,-7%,17%
CC1CN(CCCOc2ccc([N+](=O)[O-])cc2)CC(C)O1 (stereo not given),-25%,0,i,-10%,6%,-11%,-12%,0%,1%
Cc1nc(SCC(=O)NCCc2ccc(Cl)cc2)nc(C)c1C,4%,-1,i,2%,3%,2%,2%,0%,?
CCOc1ccccc1NC(=O)C(C)CC (stereo not given),13%,3,i,8%,-7%,12%,18%,4%,-10%
CN(Cc1ccccc1)C(=O)c1ccc(Cl)c([N+](=O)[O-])c1,-8%,-90*,i,-5%,?,-1%,22%,7%,-6%
CC(C)N(C)C(=O)CCc1nnc(CCc2c[nH]c3ccccc23)o1,-8%,10,i,12%,-4%,-25%,15%,-25%,-7%
Cc1ccnc(SCC(=O)c2cc3ccccc3o2)n1,-14%,-23,i,31%,-27%,-1%,9%,25%,5%
O=C(c1cc(Cl)nc2ccccc12)N1CCc2ccccc2C1,-24%,28,i,-13%,0%,-5%,2%,-12%,-16%
COc1ccc(NC(=O)N(C)C[C@H]2Oc3ccc(NC(=O)C4CCCCC4)cc3C(=O)N([C@H](C)CO)C[C@@H]2C)cc1,6%,-11,i,8%,-17%,2%,0%,-1%,4%
CC1CCN(c2ccc(-c3nc(-c4ccccc4)no3)cc2[N+](=O)[O-])CC1,-9%,·,i,1%,·,·,3%,·,·
CCn1c(N)c(C(=O)NCc2cccnc2)sc1=S,-1%,4,i,20%,-1%,-1%,19%,10%,-6%
Cc1[nH]c(=O)c(C#N)cc1-c1ccc2nccn2c1,·,·,i,-7%&7%,-2%,·,·,·,-2%
CSc1nnc(-c2ccc(S(=O)(=O)N3CCOCC3)cc2)n1C,3%,2,i,-7%,-4%,14%,3%,14%,-39%
O=C(CCN1CCN(c2ccccc2)CC1)NNC(=S)Nc1ccccc1,4%,0,i,·,-2%,0%,-2%,10%,0%
O=C(NCCc1c[nH]c2ccccc12)C1CCC(Cn2c(=S)[nH]c3ccccc3c2=O)CC1 (stereo not given),-1%,-18,i,-14%,?,-24%,?,?,9%
O=S(=O)(Nc1ccc(F)cc1)N1CCOCC1,2%,16,i,1%,?,14%,8%,13%,-1%
CCOc1ccc(Oc2ccc(NC(=O)[C@@H](NC(N)=O)[C@@H](C)CC)cc2)cc1,0%,-6,i,8%,1%,-1%,7%,2%,1%
O=C1NC(c2ccccc2)=C(c2nc3ccccc3s2)C(c2ccc(O)cc2)N1 (stereo not given),-81%,-5,?,?,7%,7.9µM*,6%,5.6µM*,9%
CCn1nc(NC(=O)c2ccco2)c2cc3ccccc3nc21,-9%,-10,·,3%,21µM*,-4%,0%,-1%,?
COCCCNc1oc(COc2ccc(Cl)cc2Cl)nc1C#N,-17%,-2,i,1%,?,-7%,-8%,-8%,-3%
CCSc1nnc(-c2ccc(Cl)cc2)c2ccccc12,0%,-4,?,-6%,-1%,2%,11%,2%,0%
O=C1C2C3CC(C(Br)C3Br)C2C(=O)N1c1nccs1 (stereo not given),16%,-2,i,·,2%,6%,4%,-1%,-10%
O=C1CSC(c2ccccn2)N1c1cccc(Cl)c1 (stereo not given),6%,22,i,4%,1%,0%,-3%,-3%,-23%
COc1ccc(-c2cc(C(=O)N/N=C/c3ccc(OC)c(COCC(F)(F)C(F)F)c3)c3ccccc3n2)c(OC)c1,2%,-9,i,0%,23µM*,-2%,0%,2%,17%
COC(=O)C(NC(=O)c1ccc(C)cc1)(Nc1cccc(C)n1)C(F)(F)F (stereo not given),9%,11,i,-7%,-4%,-5%,8%,-1%,-2%
CCc1cc2c(COC(=O)c3c(C)noc3C)cc(=O)oc2cc1O,-15%,23,i,·,16%,-9%,-6%,-10%,0%
O=C(CSc1nnc(-c2ccc(S(=O)(=O)N3CCCC3)cc2)o1)NCc1ccccc1,-7%,5,i,-15%,-182%[0.0737 µM],-26%,?,-9%,?
CCn1c(NCc2cc(OC)ccc2OC)nc2ccccc21,-18%,-27,?,17%,8%,-5%,10%,-4%,-10%
Cc1ccc2c(c1)C(=O)N1[C@H]3c4cc(C)ccc4OC[C@@H]3[C@H](c3ccccc3)[C@]1(C)C(=O)N2,-6%,-53*,?,-26%,5.8µM*,?,?,7.3µM*,?
COc1ccccc1NC(=O)NCCN1CCN(C(=O)Nc2ccccc2OC)CC1,-7%,-9,i,·,0%,-5%,-25%,0%,-21%

# Rows are unselected; any-hit rate near 8.9%.
